SIAE inh: inhibitors of human sialic acid acetylesterase SIAE; Q9HAT2; SIAE FP-Rh probe binding, fluorescence polarization; inhibition, % at 9.66 µM; 0.69% of 370,000 active; AID 1053197;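 active means inhibition above a cutoff: mean of compounds within the control limits plus 3 SD of those, cut at about 17% in these data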;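 further: 0% = plate median of compound wells and 100% = probe without SIAE protein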
TDP2 inh: TDP2 (human) inhibition, absorbance primary screen; recombinant TDP2, T5PNP hydrolysis, p-nitrophenol absorbance 415 nm; inhibition, % at 12.8 µM; 0.34% of 370,000 active; AID 720702;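 active means inhibition above the mean of all tested compounds plus 3 SD, set per campaign, cut at about 25% in these data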;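 further: 0% = DMSO with enzyme and 100% = buffer with substrate but no TDP2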
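Assay system: Recombinant human TDP2 | Quantity: 120 nM TDP2 per well | Incubation: 2 h at 37 °C | Signal: Epi absorbance | Evaluation: Percent inhibition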
PRMT1 inh: blocks human protein arginine methyltransferase 1. Q99873. AID 652257. inhibition, % at 2.79 µM. recombinant PRMT1, activity-based probe fluorescence polarization. 1.3% of 370,000 active;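 active means inhibition above about 21% made by adding two undisclosed values, limit read from the data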
Target sequence (Q99873 whole entry, looked up): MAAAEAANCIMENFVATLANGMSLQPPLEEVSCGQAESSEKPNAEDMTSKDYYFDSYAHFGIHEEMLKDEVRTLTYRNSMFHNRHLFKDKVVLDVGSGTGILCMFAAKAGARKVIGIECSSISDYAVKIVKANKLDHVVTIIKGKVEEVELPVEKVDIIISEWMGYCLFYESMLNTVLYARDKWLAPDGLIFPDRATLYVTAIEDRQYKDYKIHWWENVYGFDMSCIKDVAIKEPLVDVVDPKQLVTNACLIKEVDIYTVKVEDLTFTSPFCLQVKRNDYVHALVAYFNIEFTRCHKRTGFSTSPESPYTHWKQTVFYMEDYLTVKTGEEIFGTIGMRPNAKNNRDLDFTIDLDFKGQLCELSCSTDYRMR
rCAG binder: binds r(CAG) RNA repeats; 1.3% of 370,000 active; inhibition, % at 3 µM; r(CAG) RNA repeat, TO-PRO-1 dye displacement fluorescence;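 active means inhibition above the plate cutoff, the mean of all test compounds on that plate plus 3 SD, cut at about 35% in these data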;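 further: 0% = DMSO alone and 100% = 100 µM mitoxantrone as full dye displacement; higher means more dye released from RNA so lower well fluorescence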
MBD2 DNA inh: blocks human MBD2 binding to methylated DNA | Q9UBB5 | TR-FRET, MBD2 binding to methylated oligonucleotide | inhibition, % at 4.4 µM | 0.31% of 370,000 active | AID 686964; in the data active means inhibition above about 13%
Target sequence (Q9UBB5 whole entry, looked up): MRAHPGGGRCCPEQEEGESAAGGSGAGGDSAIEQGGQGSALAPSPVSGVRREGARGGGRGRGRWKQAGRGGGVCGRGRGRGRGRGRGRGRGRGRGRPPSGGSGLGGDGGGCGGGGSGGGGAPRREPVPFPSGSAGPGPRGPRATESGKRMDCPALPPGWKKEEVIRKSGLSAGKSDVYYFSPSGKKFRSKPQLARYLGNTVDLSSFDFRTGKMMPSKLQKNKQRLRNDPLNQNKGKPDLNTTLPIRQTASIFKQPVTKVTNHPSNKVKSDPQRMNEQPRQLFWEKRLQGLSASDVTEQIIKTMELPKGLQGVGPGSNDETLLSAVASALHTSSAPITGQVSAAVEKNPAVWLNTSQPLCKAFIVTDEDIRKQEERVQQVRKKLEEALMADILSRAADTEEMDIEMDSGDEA
HTRA1 inh: inhibitors of human serine peptidase HTRA1 | recombinant HTRA1, FP-rhodamine activity-based probe, fluorescence polarization | 0.5% of 340,000 active | Q92743 | inhibition, % at 5.96 µM; in the data active means inhibition above about 36%;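 further: 0% = enzyme with DMSO and 100% = wells lacking enzyme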
GC-B act: GC-B (human) receptor activation; P20594; HEK293-GC-B cells, CNP EC30, cGMP TR-FRET; 0% at EC30 CNP, 100% saturating CNP; activation, % at 10 µM; 0.11% of 370,000 active; AID 1920062;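 active means activation at 10 µM reaching about 35% in either raw or pattern-adjusted values, limit read from the data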
LEDGF integ inh: blocks HIV-1 LEDGF/p75-dependent DNA integration; TR-FRET IN-LEDGF/p75 DNA integration, Eu/Cy5; inhibition, % at 3.7 µM; 0.64% of 370,000 active; AID 743269;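 active means inhibition above the screen-wide mean plus 3 SD, cut at about 13% in these data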;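 further: signal is the Cy5 over europium emission ratio at 671 and 618 nm; 0% = plate median of compound wells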
mABHD4 FP: inhibits mouse alpha/beta hydrolase domain 4. Q8VD66. purified mABHD4, FP-Rh probe fluorescence polarization. inhibition, % at 8.92 µM. 0.54% of 370,000 active. AID 720543;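 active means inhibition exceeding the mean over every tested compound plus 3 SD, cut at about 30% in these data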;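 further: 0% = plate median of compound wells and 100% = S159A mutant with DMSO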
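Assay system: mouse ABHD4 enzyme, wild type / Also added: fluorescent activity-based probe FP-Rh / Doses: single nominal dose of 8.92 µM, 0.89% DMSO final / Timing: 45 min compound pre-incubation plus 60 min probe step, 25 °C / Signal: FP readout, ex 525 nm / em 598 nm / Control set: S159A mutant/DMSO as 100%, compound-well median as 0%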
TCR CD3 inh: inhibitors of human TCR-CD3 interaction; TAMRA-labeled TCR probe fluorescence, biochemical; inhibition, % at 9.4 µM; 0.37% of 360,000 active; AID 651800; in the data active means inhibition above about 19%;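 further: recombinant mutant TCR 2C K166C tagged with TAMRA read by polarization; 0% = receptor in buffer alone and 100% = receptor with positive control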
The depositor's hits bear a star; . = no result given; & = joins results of further samples.

Value order – SIAE inh, TDP2 inh, PRMT1 inh, rCAG binder, MBD2 DNA inh, HTRA1 inh, GC-B act, LEDGF integ inh, mABHD4 FP, TCR CD3 inh
O=C(CNc1cccc(S(=O)(=O)N2CCCCC2)c1)Nc1ccc(C(F)(F)F)cc1
    -7, -9, -2, 2, 5, -29, 2, 1, -20, 3
Cc1occc1C(=O)NNC(=O)c1ccc(Br)o1
    -3, 5, -1, 0, 4, 4, 0, 2, 3, 0
CCn1cc(CNC(=O)CSc2nc(-c3ccc(OC)c(OC)c3)cc(C(F)(F)F)n2)c(C)n1
    3, 0, 0, -6, -2, -8, -5, 0, -11, 5
CCn1c(C(=O)O)c(CC(=O)NC2CCCCCC2)c2ccccc21
    -2, 5, 1, 10, 3, 1, 1, -1, 8, 10
Nc1nc(NCCO)nc(NCC2CCCO2)c1[N+](=O)[O-] (stereo unspecified)
    -1, 9, -2, 1, 1, 5, 2, -1, -2, 5
O=C(CCCc1cccs1)Nc1nccs1
    -7, 0, 0, -2, -4, -15, -3, -1, 6, 1
O=C(Nc1cccc(C(=O)N2CCCCC2)c1)C1CCCCC1
    3, 4, -2, -3, -7, 6, 4, 1, -4, 5
Cc1cccc(OCC(=O)N/N=C/c2cc([N+](=O)[O-])ccc2N2CCOCC2)c1
    6, -8, -2, 0, -2, -2, 4, 0, -2, 3
COc1ccc(S(=O)(=O)N2CCN(c3ccc4nnc(-c5ccccc5)n4n3)CC2)cc1
    -14, 1, -3, 5, -3, -3, -7, -4, 1, 4
COc1ccc2c(c1OC)C(=O)OC2Nc1nc2ccccc2s1 (stereo unspecified)
    -2, 5, -2, 0, 0, 2, 2, 1, 1, -4
O=C(C[n+]1ccc(-c2nnc3n2CCC3)cc1)c1ccc(Cl)cc1
    1, -20, 3, 7, -3, 3, -1, 2, 8, -7
COc1ccc2nc3ccccc3nc2c1NC(=O)c1ccc(Cl)cc1Cl
    -4, -3, 2, 1, 6, 2, -5, -4, 6, 2
CC(=O)c1cccc(N=C2NC(=O)CS2)c1
    2, -3, 4, -3, -1, -3, 1, -5, -7, -3
CC(C)Cn1c(SCC(=O)N2CCCCC2)nc2ccccc2c1=O
    -3, -3, -3, -5, 0, -6, 4, 1, -4, 1
Cc1ccccc1-n1c(SCC(=O)c2c(N)n(C)c(=O)n(C)c2=O)nc2sc3c(c2c1=O)CCCC3
    -23, -5, -2, 2, -4, -4, -3, 2, -2, 0
CS(=O)(=O)c1cccc(C(=O)Nc2nnc(C3=COCCO3)o2)c1
    8, 4, 17, 4, -9, -1, 1, 3, 8, 4
Cc1cc(C)n(-c2nc(NCCO)c3c4c(sc3n2)CCCC4)n1
    1, 3, 0, 0, 4, 2, 5, 0, -1, -1
C=CCNC(=O)COc1cc(C)ccc1C
    0, -4, 5, 5, 9, 1, 5, -6, -2, 0
COC(=O)[C@]1(CC(C)C)NC=C(C(=O)c2ccccc2)[C@@H]1c1cccs1
    7, 0, -1, 12, -3, ., -5, 5, 3, -1
Cc1nnc2c3ccccc3c(-c3cccc4ccccc34)nn12
    -1, 2, -2, -2, 1, -1, 7, -1, 2, 7
CCc1c(C)nc2cc(-c3ccccc3)[nH]n2c1=O
    1, 5, 1, -3, 5, -1, -6, -2, 3, -5
Cc1ccccc1-c1noc(CCC(=O)NCC2CCCO2)n1 (stereo unspecified)
    0, -12, -1, 6, -6, -6, -2, 3, -8, -4
CCN(CC)CCNC(=O)COc1ccc(OC)cc1
    1&-2, 8&-4, -4&-5, -1&3, 4&2, 3&3, 2&5, 2&3, -3&-4, 4&-5
CCN(C(=O)N1CCOCC1)c1ccccc1
    -2, -7, 1, 0, -3, 3, 6, 7, -10, 2
NS(=O)(=O)c1ccc(CCNC(=O)CCCNC(=O)c2ccc(Cl)cc2)cc1
    0, -6, 0, 2, 6, 9, -4, -1, 2, -5
O=C(COc1cccnc1[N+](=O)[O-])Nc1cccc(Br)c1
    -6, -6, -1, 5, 2, -12, -3, -3, -7, 1
O=C(NC(=S)Nc1ccccc1N1CCCC1)c1ccccc1Br
    2, 4, 1, 4, -1, -18, 2, 3, 14, 6
CCC(C)C(=O)Nc1ccc(OC)cc1[N+](=O)[O-] (stereo unspecified)
    -2, 1, -2, 0, 2, -3, 3, 0, 11, -4
CCN(CC(=O)Nc1cc(Cl)ccc1C)C(=O)CSCc1ccc(C)cc1
    -1, -1, 1, -2, -5, -10, -4, 3, -4, 11
Cn1nc(C(=O)NC2CCC(O)CC2)c2ccccc2c1=O (stereo unspecified)
    0, -1, 3, 0, 1, 1, -5, 1, 0, 7

In another format: 3 of the compounds above.
> COc1ccc2c(c1OC)C(=O)OC2Nc1nc2ccccc2s1 (stereo unspecified)
  SIAE inh = -2	TDP2 inh = 5	PRMT1 inh = -2	rCAG binder = 0	MBD2 DNA inh = 0	HTRA1 inh = 2	GC-B act = 2	LEDGF integ inh = 1	mABHD4 FP = 1	TCR CD3 inh = -4

> CCc1c(C)nc2cc(-c3ccccc3)[nH]n2c1=O
  SIAE inh = 1	TDP2 inh = 5	PRMT1 inh = 1	rCAG binder = -3	MBD2 DNA inh = 5	HTRA1 inh = -1	GC-B act = -6	LEDGF integ inh = -2	mABHD4 FP = 3	TCR CD3 inh = -5

> CS(=O)(=O)c1cccc(C(=O)Nc2nnc(C3=COCCO3)o2)c1
  SIAE inh = 8	TDP2 inh = 4	PRMT1 inh = 17	rCAG binder = 4	MBD2 DNA inh = -9	HTRA1 inh = -1	GC-B act = 1	LEDGF integ inh = 3	mABHD4 FP = 8	TCR CD3 inh = 4

Following part
Value order – SIAE inh, TDP2 inh, PRMT1 inh, rCAG binder, MBD2 DNA inh, HTRA1 inh, GC-B act, LEDGF integ inh, mABHD4 FP, TCR CD3 inh
Cc1ccc(NC(=O)NCCCN2CCCC2=O)cc1Cl
    1, -11, 1, -4, 8, -6, 4, 4, -13, 2
CCOc1ccc2ccccc2c1/C=N/NC(=O)CNC(=O)C(c1ccccc1)c1ccccc1
    -37, -1, 2, 14, 7, -75, -6, 2, -30, 0
C[C@@H]1CN([C@@H](C)CO)C(=O)c2cc(C#CCN(C)C)cnc2O[C@H]1CN(C)Cc1ccc2c(c1)OCO2
    1, 13, -2, 0, -1, 1, 6, 2, 9, 2
CCOC(=O)c1[nH]c(C)c(C(=O)NCCCOC(C)C)c1C
    -2, -3, -2, -7, 0, 1, 8, 0, 0, 0
O=C(CN(c1ccc(F)cc1)S(=O)(=O)c1ccccc1)NCc1ccco1
    2, 1, 4, -5, 0, -2, -2, 0, 1, 1
CC1CC(C)CN(C(=O)COc2ccc(-c3nnco3)cc2)C1 (stereo unspecified)
    -3, -9, -2, -1, 1, 5, 4, 2, -2, 10
Cc1cc(OCC(=O)O)c2cccc(C)c2n1
    0, 11, 0, 0, -3, 6, 7, 0, -4, 11
CCCCOC(=O)c1ccc(N2C(=O)CC(N3CCN(C/C=C/c4ccccc4)CC3)C2=O)cc1 (stereo unspecified)
    -2, 1, -4, -4, 1, -21, -4, -1, 2, 3
COc1ccccc1NS(=O)(=O)c1cccc(C(=O)N2CCCCCCC2)c1
    2, -3, -4, -1, -2, -8, 3, -2, -3, 6
C[C@H](NC(=O)c1ccccc1)C(=O)N1CCN(c2ccccc2)CC1
    -5, -4, 2, -3, 4, 6, 3, -3, 2, -2
C/C=C/C(=O)NCCc1ccc(OC)c(OC)c1
    -3, 8, -2, 0, 3, -4, 2, 2, 0, 1
COc1cccc(/C=N/n2c(C3CCCCC3)n[nH]c2=S)c1
    6, -5, 8, 3, 5, -9, -6, -3, 0, 3
CCC[N+]1(CC#CCC(c2ccccc2)c2ccccc2)CCCCC1
    0, -2, 3, -4, 4, 7, -2, -4, 1, -3
Cc1cccc(C)c1-n1nnnc1C(c1ccnc2ccccc12)N1CCN(C/C=C/c2ccccc2)CC1 (stereo unspecified)
    -3, 6, 2, 8, 8, ., -2, -1, 9, -5
CC1(C)CC(=O)CC2(C1)NCC(c1ccccc1Cl)c1c2[nH]c2ccccc12 (stereo unspecified)
    3, -14, 7, -2, 0, -16, -14, -9, 0, -8
Cc1noc(C)c1S(=O)(=O)Nc1ccc(C(=O)NCc2ccccc2)cc1
    -5, 7, 1, 5, -2, -2, 0, 0, -2, 1
CC1=C(C(=O)OCc2ccc3c(c2)OCO3)C(c2cccc([N+](=O)[O-])c2)NC(=O)N1 (stereo unspecified)
    -4, 10, -1, -2, -5, -4, 0, -1, 2, 7
CC1(c2ccc3ccccc3c2)CCC(=O)O1 (stereo unspecified)
    -1, 6, 1, 1, 3, 0, -6, 0, -1, 1
COc1ccc(-c2ncccc2O)cc1
    1, -4, 2, 0, 0, 0, 4, 3, -7, -4
COc1ccccc1CNC(=O)C1CCN(S(=O)(=O)c2ccc3c(c2)CC(C)N3C(C)=O)CC1 (stereo unspecified)
    10, 14, 0, -2, -6, 4, 3, 0, 2, 5
O=C(Cc1nc(=O)c2ccccc2s1)Nc1ccccc1
    -13, 10, 16, 7, 2, -13, 1, -6, 0, -5
O=C(Nc1cccc2c1CCCC2)c1cc(C2CCCCN2S(=O)(=O)c2cccs2)on1 (stereo unspecified)
    -10, 2, 2, 8, 3, ., 3, -1, -14, -4
COc1ccc(CNC(=O)C2CCCN(S(=O)(=O)c3ccccc3)C2)cc1 (stereo unspecified)
    -3, -10, 0, -6, -6, 6, -3, 1, -2, -6
Fc1ccc(-c2csc3ncnc(N4CCN(Cc5ccccc5)CC4)c23)cc1
    7, -3, -2, 2, -1, -4, 1, 1, 4, -4
COc1ccc(N2CCN(C(CNS(=O)(=O)c3ccc4c(c3)OCCO4)c3ccco3)CC2)cc1 (stereo unspecified)
    5, -4, 0, 0, 4, -3, 2, 1, 0, -2
CCOC(=O)c1c(C)[nH]c(C)c1S(=O)(=O)NC(CC)CN1CCOCC1 (stereo unspecified)
    4, -2, 1, -1, 6, 1, 2, -2, -2, -9
COc1ccccc1C(=O)C1CCCN(C(=O)c2ccc(C(C)=O)s2)C1 (stereo unspecified)
    3, 1, 1, -5, -5, 1, 2, 4, -2, 0

Assay outcomes (PubChem BioAssay)

Only part of the results is shown, so the mix of outcomes need not match the whole.
